RNase H inhibition: RNase H inhibition, HIV 1 Gag Pol polyprotein, FRET biochemical assay, screening (AID 372); HIV-1 RT RNase H, FRET RNA/DNA substrate fluorescence; higher % means a stronger effect; one-dose inhibition, % at 10 µM; IC50 in µM for titrated hits; 0.77% of 100,000 active; in the data active = inhibition above about 50%
* = called active by the depositor; & = joins results of further samples. Not all compounds are listed. The share of hits here may be higher or lower than overall.

For Cc1ccc(/C(N)=N/OC(=O)COc2ccc(Br)cc2)cc1 the results were RNase H inhibition 0%.
`Cc1cc(=O)oc2cc(OC(=O)C(c3ccccc3)c3ccccc3)ccc12` gave RNase H inhibition 11%.
For O=[N+]([O-])C([N+](=O)[O-])=S(c1ccccc1)c1ccccc1 the results were RNase H inhibition 6%.
COC(=O)c1ccc(Oc2nc(NC(C)C)nc(NC(C)C)n2)cc1 was read as RNase H inhibition 15%.
`Cc1ccc(-c2cc(C(F)(F)F)n3nc(C(=O)N4CCN(C)CC4)c(Cl)c3n2)cc1` gave RNase H inhibition 15%.
`CCOc1ccccc1C(=O)Nc1cc(C)ccn1` gave RNase H inhibition 0%.
For O=C(Nc1ccc(Cc2ccncc2)cc1)c1ccc(-c2cccc([N+](=O)[O-])c2)o1 the results were RNase H inhibition 17%.
`Cc1cccc(OCc2nc(-c3ccc(Cl)cc3)no2)c1` gave RNase H inhibition 10%.
`CCc1ccc(/C=C2\SC(=S)N(CCCC(=O)N(CCO)c3ccccc3)C2=O)cc1` gave RNase H inhibition 42%.
Cc1ccc2nsnc2c1NC(=O)c1ccc(Br)o1 was read as RNase H inhibition 7%.
Screening Cc1ccc2cccc(OS(=O)(=O)c3ccc(Cl)cc3C)c2n1 returned RNase H inhibition 43%.
For COC(=O)c1cccc(N2C(=O)c3cccc([N+](=O)[O-])c3C2=O)c1 the results were RNase H inhibition 0%.
c1ccc(Nc2ccc3nc4ccccc4nc3c2)cc1 was read as RNase H inhibition 17%.
O=C1/C(=C\c2ccccc2OS(=O)(=O)c2ccccc2[N+](=O)[O-])SC(=S)N1c1ccccc1 was read as RNase H inhibition 10%.
Cc1ccc(/C=N/NC(=O)CCCCCCCCC(=O)N/N=C/c2ccc(C)o2)o1 was read as RNase H inhibition 3%.
CC(=O)c1ccc(NCCC(=O)c2ccccc2)cc1 was read as RNase H inhibition 0%.
`Cc1cccc(N2CCN(C(=O)C3C4CCC(O4)C3C(=O)O)CC2)c1C` (configuration not stated) gave RNase H inhibition 0%.
O=C1NC(=Nc2ccccc2)S/C1=C/c1ccccc1O was read as RNase H inhibition 21%.
For CCn1c2ccccc2c2nnc(SCC(N)=O)nc21 the results were RNase H inhibition 5%.
Oc1c(N=Nc2cccc(Br)c2)sc2ccccc12 was read as RNase H inhibition 19%.
Cc1ccc(O)c(/C=N/n2c(-c3ccccc3)n[nH]c2=S)c1 was read as RNase H inhibition 13%.
CCc1ccccc1N1C(=O)/C(=C/c2ccc(OC(C)C(=O)O)cc2)C(=O)NC1=S (configuration not stated) was read as RNase H inhibition 15%.
Screening COc1cccc(OCCOCCOc2ccccc2[N+](=O)[O-])c1 returned RNase H inhibition 21%.
For CC1CCc2cc(F)ccc2N1C(=O)Nc1ccc(Cl)cc1 (configuration not stated) the results were RNase H inhibition 13%.
For Cc1c(OCc2ccc(Cl)cc2)ccc2c3c(c(=O)oc12)CCC3 the results were RNase H inhibition 0%.
For O=C(COc1ccccc1)Nc1ncccn1 the results were RNase H inhibition 5%.
COc1ccc(NC(=O)C(=O)NCc2ccccn2)cc1 was read as RNase H inhibition 8%.
Screening CCOC(=O)c1ccc(N=Cc2nc(-c3ccccc3)oc2O)cc1 returned RNase H inhibition 8%.
Screening COc1ccc(OCCCCOc2ccc(Cl)c(C)c2)cc1 returned RNase H inhibition 14%.
For CCOc1ccc(N2C(=O)/C(=C/c3ccc(-c4ccc([N+](=O)[O-])cc4OC)o3)C(=O)NC2=S)cc1 the results were RNase H inhibition 9%.
Screening CC(C)C(=O)Nc1ccc(-c2nc3ccccc3o2)c(O)c1 returned RNase H inhibition 0%.
Screening O=C(NCCN1CCN(Cc2ccccc2Cl)CC1)C(=O)Nc1ccc(F)cc1 returned RNase H inhibition 0%.
`Cn1c(=O)c(C2=NS(=O)(=O)c3ccccc3N2)c(O)c2ccccc21` gave RNase H inhibition 4%.
For CCOC(=O)C1=C(N)OC2=C(C(=O)CCC2)C1c1ccc(OCC)cc1 (configuration not stated) the results were RNase H inhibition 3%.
For CN1CCC(N(C)S(=O)(=O)c2ccccc2[N+](=O)[O-])CC1 the results were RNase H inhibition 4%.
`Clc1ccc(OCCCCCCN2CCCC2)cc1` gave RNase H inhibition 15%.
Cc1cccc(-n2c(O)c(C=NCC3CCCO3)c(=O)[nH]c2=S)c1 (configuration not stated) was read as RNase H inhibition 6%.
COc1cc(/C=N\N2CCN(c3ccccc3OC)CC2)ccc1OCc1ccccc1 was read as RNase H inhibition 3%.
Screening COC(=O)C1=C(C)NC2=C(C(=O)CC(c3ccccc3)C2)C1c1cc2c(cc1Br)OCO2 (configuration not stated) returned RNase H inhibition 14%.
`COc1cccc(C2Nc3ccc4ccccc4c3C3=C2C(=O)CC(C)(C)C3)c1OCC(=O)O` (configuration not stated) gave RNase H inhibition 6%.
`O=C1c2ccc(-c3nc4ccccc4c(=O)o3)cc2C(=O)N1c1ccc([N+](=O)[O-])cc1` gave RNase H inhibition 10%.
For COc1cccc(/C=N/N=C2/NC(=O)CS2)c1O the results were RNase H inhibition 14%.
Screening Cc1ccc(-c2n[nH]c(=S)n2/N=C/c2ccc(N(C)C)cc2)cc1 returned RNase H inhibition 4%.
CCOC(=O)Cc1cc(-c2ccccc2)nc2ccc3ccccc3c12 was read as RNase H inhibition 4%&3%.
`Cc1cc(C)c2nc3s/c(=C/c4ccc(-c5cccc(Cl)c5)o4)c(=O)n3c2c1` gave RNase H inhibition 0%.
Screening O=C(Cc1cccc2ccccc12)N/N=C/c1ccc(F)cc1 returned RNase H inhibition 10%.
CCc1ccc2oc(-c3ccc(NC(=S)NC(=O)c4ccccc4Cl)cc3)nc2c1 was read as RNase H inhibition 13%.
Screening O=C1c2ccccc2C(=O)N1CCc1nc2ccccc2c(=O)n1Cc1ccco1 returned RNase H inhibition 16%.
Cc1cc(C)nc(/N=C(/N)Nc2ccc(OCCc3ccccc3)cc2)n1 was read as RNase H inhibition 30%.
O=C1NN(c2cccc(Cl)c2)C(=O)/C1=C\c1ccc(-c2cc([N+](=O)[O-])ccc2O)o1 was read as RNase H inhibition 9%.
For O=C(Cc1ccccc1)N1CCN(S(=O)(=O)c2ccc(Cl)cc2)CC1 the results were RNase H inhibition 12%.
CCOc1ccc2ccccc2c1/C=C(\C#N)c1nc2ccc(C)cc2[nH]1 was read as RNase H inhibition 14%.
O=C1Nc2ccccc2C12NN=C(c1ccccc1O)S2 (configuration not stated) was read as RNase H inhibition 6%.
For CC1=C(C(=O)OCCc2ccccc2)C(c2cccnc2)C2=C(CC(c3ccccc3)CC2=O)N1 (configuration not stated) the results were RNase H inhibition 19%.
`O=C(/C=C\Nc1ccccn1)c1ccc2c(c1)OCO2` gave RNase H inhibition 4%.
Screening COc1ccc(C(=O)Cn2cnc3c(C#N)c4n(c3c2=O)CCCCC4)cc1 returned RNase H inhibition 43%.
For CC(C)c1ccc(C=Nc2ccc3[nH]c(=O)[nH]c3c2)cc1 the results were RNase H inhibition 15%.
Screening CCCC(=O)n1nc(C)c2c1CC(C)(C)CC2=O returned RNase H inhibition 18%.
O=C(N/N=C/c1ccc[nH]1)c1cccc(Cl)c1 was read as RNase H inhibition 5%.
O=Cc1ccccc1OCc1ccc(C(=O)O)cc1 was read as RNase H inhibition 2%.
For COc1ccc(Cl)cc1Nc1nc(-c2ccccc2)cs1 the results were RNase H inhibition 7%.
`COc1cc(OC)cc(C(=O)Nc2ccc(OC)c(Cl)c2)c1` gave RNase H inhibition 11%.
`COc1ccc(N(CC(=O)Nc2c(C)n(C)n(-c3ccccc3)c2=O)S(=O)(=O)c2ccccc2)c(OC)c1` gave RNase H inhibition 1%.
Screening N#Cc1c(-c2cc(Br)cs2)c2c(=O)[nH]c(=O)[nH]c2[nH]c1=O returned RNase H inhibition 6%.
For Cc1cccnc1N(C(=O)c1ccccc1F)C(=O)c1ccccc1F the results were RNase H inhibition 3%.
Cc1ccc2nc(/C(C#N)=C/c3ccc([N+](=O)[O-])c(Cl)c3Cl)[nH]c2c1 was read as RNase H inhibition 17%.
O=C(/C=C/c1cccs1)NCc1ccc2c(c1)OCO2 was read as RNase H inhibition 0%.
For O=C(NC(=S)Nc1cccc(Cl)c1)c1ccc(F)cc1 the results were RNase H inhibition 14%.
For Cc1csc(N/N=C/c2ccc(C(F)(F)F)cc2)n1 the results were RNase H inhibition 35%.
Screening COc1ccc(C)cc1NC(=O)COc1ccc(C)cc1Br returned RNase H inhibition 10%.
Screening O=C(Nc1ccccn1)C(=O)Nc1ccccn1 returned RNase H inhibition 0%.
Screening Cc1ccc(S(=O)(=O)N(CC(=O)Nc2ccc(F)cc2)c2cccc(Br)c2)cc1 returned RNase H inhibition 14%.
For Cc1ccc(NC(=O)c2ccccc2Br)cc1 the results were RNase H inhibition 5%.
`O=C(c1ccc(-c2ccccc2)cc1)N1N=C(c2ccccc2)CC1(O)C(F)(F)F` (configuration not stated) gave RNase H inhibition 19%.
For CC1=C(C(=O)OCC2CCCO2)C(c2ccccc2Br)NC(=O)N1 (configuration not stated) the results were RNase H inhibition 3%.
For O=C1/C(=C/c2cccc3ccccc23)SC(=S)N1C1CCS(=O)(=O)C1 (configuration not stated) the results were RNase H inhibition 2%.
For COc1ccc(/C=C2/SC(=S)N(/N=C/c3cc([N+](=O)[O-])ccc3O)C2=O)c(OC)c1 the results were RNase H inhibition 21%.
`O=C(CN(c1ccc(F)cc1)S(=O)(=O)c1ccccc1)Nc1ccccc1` gave RNase H inhibition 6%.
Screening O=C(NC1CCCCCC1)c1cccc([N+](=O)[O-])c1 returned RNase H inhibition 1%.
Screening O=C(Cc1ccccc1)NC(NC(=O)Cc1ccccc1)c1ccc(Br)cc1 returned RNase H inhibition 12%.
For C(=N\Nc1nnc2c(n1)[nH]c1ccccc12)/c1ccc2ccccc2c1 the results were RNase H inhibition 14%.
For O=[N+]([O-])c1ccccc1C=NN1CCN(c2ccc(Cl)cc2)CC1 the results were RNase H inhibition 20%.
Cc1ccccc1N1C(=O)c2cccc3c(N(C)CCO)ccc(c23)C1=O was read as RNase H inhibition 9%.
Screening Cc1ccc(N2C(=O)CSC2c2ccc([N+](=O)[O-])cc2)cc1 (configuration not stated) returned RNase H inhibition 6%.
For O=C(NN1CCOCC1)c1ccccc1Cl the results were RNase H inhibition 2%.
O=C(COc1ccc(Br)cc1)Nc1cccc(-c2nc3ncccc3o2)c1 was read as RNase H inhibition 25%.
Screening CCOC(=O)C(CC)Sc1n[nH]c(=O)[nH]c1=O (configuration not stated) returned RNase H inhibition 4%.
Screening CCCCOC(=O)c1cccc(N2C(=O)c3ccc(Br)cc3C2=O)c1 returned RNase H inhibition 8%.
COc1ccc(-c2nc(-c3ccc(C)cc3)cs2)cc1OC was read as RNase H inhibition 28%.
`CCOC(=O)c1ccc(-c2ccc(/C=c3\sc4nc5ccccc5n4c3=O)o2)cc1` gave RNase H inhibition 3%.
CC(C)(C)c1ccc(CSc2nc3ccccc3c(=O)[nH]2)cc1 was read as RNase H inhibition 9%.
Screening COc1ccc(C(=O)NC(=S)Nc2ccc(N3CCCCC3)c(Cl)c2)cc1Br returned RNase H inhibition 6%.
`Cn1nnnc1SCCNS(=O)(=O)c1ccccc1` gave RNase H inhibition 11%.
Screening Cc1ccc(N2C3=[N+](CCCCC3)CC2(O)c2cccc([N+](=O)[O-])c2)cc1 (configuration not stated) returned RNase H inhibition 7%.
Screening O=C(NC(=S)Nc1cc(Cl)ccc1Cl)c1ccccc1Br returned RNase H inhibition 18%.
For CCOc1ccc(NC(=O)NNC(=O)c2cc3ccccc3cc2O)cc1 the results were RNase H inhibition 6%.
Screening O=C(NNc1ccc([N+](=O)[O-])cc1[N+](=O)[O-])c1cccc(Br)c1 returned RNase H inhibition 12%.
`Cc1ccc(-c2nc(S(=O)(=O)c3ccccc3)c(SCc3ccc([N+](=O)[O-])cc3)o2)cc1` gave RNase H inhibition 10%.
Screening COc1ccc(/C=C2\SC(N3CCC(C)CC3)=NC2=O)cc1 returned RNase H inhibition 0%.
`CC(C)OCC(O)Cn1c2ccccc2c2ccccc21` (configuration not stated) gave RNase H inhibition 8%.
Screening CCC(=O)N/C(N)=N/c1nc2ccccc2s1 returned RNase H inhibition 32%.
CC(=O)Nc1nc(-c2ccccc2)nc(C)c1C(C)=O was read as RNase H inhibition 6%.
`COc1ccc(N2C(=O)CSC2c2ccc(C)cc2)cc1` (configuration not stated) gave RNase H inhibition 8%.
CCOC(=O)C1=C(C)N=c2s/c(=C\c3cccnc3)c(=O)n2C1c1ccc(OC)cc1 (configuration not stated) was read as RNase H inhibition 10%.

Gathered by group, the compounds so far with bromine (15)
For Cc1ccc(/C(N)=N/OC(=O)COc2ccc(Br)cc2)cc1 the results were RNase H inhibition 0%.
Cc1ccc2nsnc2c1NC(=O)c1ccc(Br)o1 was read as RNase H inhibition 7%.
Oc1c(N=Nc2cccc(Br)c2)sc2ccccc12 was read as RNase H inhibition 19%.
Screening COC(=O)C1=C(C)NC2=C(C(=O)CC(c3ccccc3)C2)C1c1cc2c(cc1Br)OCO2 (configuration not stated) returned RNase H inhibition 14%.
Screening N#Cc1c(-c2cc(Br)cs2)c2c(=O)[nH]c(=O)[nH]c2[nH]c1=O returned RNase H inhibition 6%.
Screening COc1ccc(C)cc1NC(=O)COc1ccc(C)cc1Br returned RNase H inhibition 10%.
Screening Cc1ccc(S(=O)(=O)N(CC(=O)Nc2ccc(F)cc2)c2cccc(Br)c2)cc1 returned RNase H inhibition 14%.
For Cc1ccc(NC(=O)c2ccccc2Br)cc1 the results were RNase H inhibition 5%.
For CC1=C(C(=O)OCC2CCCO2)C(c2ccccc2Br)NC(=O)N1 (configuration not stated) the results were RNase H inhibition 3%.
Screening O=C(Cc1ccccc1)NC(NC(=O)Cc1ccccc1)c1ccc(Br)cc1 returned RNase H inhibition 12%.
O=C(COc1ccc(Br)cc1)Nc1cccc(-c2nc3ncccc3o2)c1 was read as RNase H inhibition 25%.
Screening CCCCOC(=O)c1cccc(N2C(=O)c3ccc(Br)cc3C2=O)c1 returned RNase H inhibition 8%.
Screening COc1ccc(C(=O)NC(=S)Nc2ccc(N3CCCCC3)c(Cl)c2)cc1Br returned RNase H inhibition 6%.
Screening O=C(NC(=S)Nc1cc(Cl)ccc1Cl)c1ccccc1Br returned RNase H inhibition 18%.
Screening O=C(NNc1ccc([N+](=O)[O-])cc1[N+](=O)[O-])c1cccc(Br)c1 returned RNase H inhibition 12%.
